Vif imaging = inhibitors of HIV Vif | AID 602346 | HEK293T cells, Vif self-association by quenched fluorescence, imaging, 24 h | hit rate 0.35% among 340,000 | inhibition, % at 7.49 µM; in the data active means inhibition above about 50%, passing the limit was not always enough; further: some results filed as inactive read as strong as hits
aDG glyco act = increases alpha dystroglycan glycosylation. Pro5-aDG cells, alpha-DG glycosylation AlphaScreen (IIH6); 0% Pro5, 100% B10-LARGE cell signal. activation, % at 10 µM. hit rate 0.22% among 360,000;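 active means activation of at least 8% versus controls, or a plate z-score of at least 8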;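 further: Pro5 are CHO cells carrying HIG-tagged alpha-DG that lacks glycosylation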
PDI turbidity = inhibitors of human protein disulfide isomerase. hit rate 0.052% among 350,000. P07237. inhibition, % at 10 µM. AID 588391. PDI insulin aggregation turbidity, A650, 90 min;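 active means mean inhibition across replicates of 30% or more, whatever share of single replicates reach that level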;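 further: absorbance from insulin aggregation driven by PDI reduction with DTT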
H9c2 protect = myocardial damage modulation in H9c2 cells; H9c2 cardiomyocytes, H2O2 injury protection, ATPLite, 2 h; protection from H2O2 cell death, % at 20 µM; hit rate 0.63% among 360,000; AID 588492;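 active means compounds giving at least 50% protection of heart cells from peroxide-induced death in the single-dose screen, raw or plate-pattern-corrected value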;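 further: 0% = DMSO wells with peroxide and 100% = DMSO wells without peroxide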
MC4R ag barr = agonists of human melanocortin 4 receptor (MC4R) beta-arrestin; activation, % at 8.9 µM; U2OS MC4R beta-arrestin complementation, luminescence; percent of melanotan II response, DMSO zero; hit rate 0.98% among 360,000; AID 540308;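 active means activation above a per-plate cutoff, the mean activation of sample wells on that plate plus 3 SD, cut at about 8% in these data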
ABCB6 inh MLPCN = blocks the human ABCB6 transporter | AID 602162 | Q9NP58 | K562-ABCB6 porphyrin accumulation, flow cytometry, 1 h; stronger effect = lower value | fluorescence ratio to DMSO, % at 10 µM | hit rate 0.19% among 360,000;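 active means fluorescence ratio to DMSO below 75%, the collection mean minus 3 SD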;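 further: signal is porphyrin accumulated inside mitochondria; 100% equals median channel fluorescence of DMSO control wells; lower ratio means ABCB6 inhibition with less porphyrin fluorescence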
Target sequence (Q9NP58 whole entry, looked up): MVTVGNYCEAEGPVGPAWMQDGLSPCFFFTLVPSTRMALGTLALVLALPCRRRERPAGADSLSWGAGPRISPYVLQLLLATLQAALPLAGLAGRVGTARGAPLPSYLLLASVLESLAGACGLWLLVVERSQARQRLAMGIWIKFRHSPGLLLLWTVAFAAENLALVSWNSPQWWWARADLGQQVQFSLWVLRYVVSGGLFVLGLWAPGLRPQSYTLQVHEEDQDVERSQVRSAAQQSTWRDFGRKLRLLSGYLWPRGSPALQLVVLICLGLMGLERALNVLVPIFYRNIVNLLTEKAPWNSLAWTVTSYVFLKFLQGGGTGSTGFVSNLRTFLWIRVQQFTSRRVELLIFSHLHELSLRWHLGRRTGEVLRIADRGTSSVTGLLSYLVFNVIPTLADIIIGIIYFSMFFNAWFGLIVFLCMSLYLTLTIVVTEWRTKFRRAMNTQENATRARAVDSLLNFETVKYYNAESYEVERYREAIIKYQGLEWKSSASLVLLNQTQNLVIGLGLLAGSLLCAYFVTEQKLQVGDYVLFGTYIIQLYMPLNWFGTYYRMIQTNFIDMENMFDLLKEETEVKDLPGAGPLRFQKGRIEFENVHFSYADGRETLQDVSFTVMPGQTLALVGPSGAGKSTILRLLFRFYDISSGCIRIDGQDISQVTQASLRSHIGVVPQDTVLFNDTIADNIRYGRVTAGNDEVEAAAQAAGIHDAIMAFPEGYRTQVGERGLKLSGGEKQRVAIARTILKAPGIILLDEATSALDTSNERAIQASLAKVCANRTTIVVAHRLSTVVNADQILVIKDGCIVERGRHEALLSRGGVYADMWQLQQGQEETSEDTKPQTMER
m5-HT2A agonist = mouse HTR2A agonism via beta-arrestin recruitment | P35363 | CHO-K1 mHTR2A beta-arrestin complementation, luminescence; percent of 30 µM serotonin response | hit rate 0.66% among 360,000 | AID 624169 | activation, % at 7.6 µM;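 active means activation above a run cutoff, the mean activation of all tested compounds plus 3 SD, cut at about 14% in these data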;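 further: 0% = plate median of compound wells and 100% = 30 µM serotonin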
N-glyco inh = blocks N-linked glycosylation in D54 reporter cells; D54 ERlucT glycosylation luciferase reporter, 24 h; percent of 100 nM tunicamycin response; AID 588692; hit rate 0.23% among 360,000; reporter increase, % at 12.5 µM;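 active means mean luciferase reporter signal, scaled so untreated is 0 and the glycosylation-blocking control 100, at or above a set limit in every replicate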;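 further: luciferase carries N-glycosylation sites so blocking glycosylation raises the light; 0% = median of neutral control wells and 100% = median of 100 nM tunicamycin wells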
CaV13 FRET inh = Primary screen for inhibitors of IQ motif and Ca2+-dependent inactivation inhibitor domain binding in CACNA1D, Förster resonance energy transfer in living cells, …; HEK cells, CFP/YFP FRET ICDI-IQ, plate reader, 10 min; percent FRET-ratio fall versus neutral wells; inhibition, % at 12.3 µM; hit rate 0.098% among 340,000;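 active means mean replicate inhibition of at least 30% and at least 1% of replicates passing that level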;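 further: 0% = median of the neutral control wells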
MC4R antagonist = human MC4R antagonism in cAMP assay; P32245; MC4R-expressing cells, MTII-stimulated cAMP, LANCE TR-FRET; inhibition, % at 6.5 µM; AID 540295; hit rate 0.48% among 360,000;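 active means inhibition above its plate's cutoff, the mean of tested wells on that plate plus 3 SD, cut at about 29% in these data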;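 further: 0% = Melanotan II alone and 100% = Melanotan II plus saturating MCL0020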
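Material – human MC4R-expressing U2OS cells · Repeats – no replicates · Detection – TR-FRET with Eu-cAMP and labeled anti-cAMP, 671 nm · Times – compound 30 min, challenge 1 h, detection 1 h · Compound – single nominal compound dose of 6.5 µM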
Starred values were filed as active, the others as inactive; / = no result given. This is a subset, so the mix of outcomes need not match the whole.

1. Cc1ccc(C2=NCC(=O)Nc3ccc(Br)cc32)cc1
2. CCn1c(=O)cc(SCC(=O)N2CCC3(CC2)OCCO3)c2ccccc21
3. CNc1cc(Cl)c2nonc2c1[N+](=O)[O-]
4. O=C1NC(=O)N(c2ccc3c(c2)OCO3)C(=O)/C1=C\c1ccsc1
5. Cc1ccc(OC(=O)N(C)C[C@@H]2OCc3cnnn3CCCC(=O)N([C@@H](C)CO)C[C@H]2C)cc1
6. Cc1nn(C2CCOC(C)(C)C2)c2c1C(c1ccc3c(c1)OCO3)SCC(=O)N2 (centres undefined)
7. O=P(C(c1c[nH]c2ccccc12)N1CCOCC1)(N1CCOCC1)N1CCOCC1 (centres undefined)
8. O=C(COc1ccc(Cl)cc1Cl)N1CCN(C/C=C/c2ccccc2)CC1
compound no.,1,2,3,4,5,6,7,8
Vif imaging,-2,6,-5,-1,/,1,-14,-2
aDG glyco act,0.0,-0.4,-0.7,0.5,0.0,0.2,0.1,0.1
PDI turbidity,-6,3,13,1,-1,9,1,0
H9c2 protect,-3,4,-20,-1,-1,-3,3,-13
MC4R ag barr,-0.9,0.1,-2.5,-2.0,-1.6,-2.3,-1.9,8.1
ABCB6 inh MLPCN,95,103,94,99,103,104,94,102
m5-HT2A agonist,-6,2,-9,1,-3,-4,1,-6
N-glyco inh,0,16,8,3,3,-1,-2,-1
CaV13 FRET inh,-5,-7,-9,-5,-6,/,-6,-5
MC4R antagonist,9,-3,-33,3,2,12,3,-1

Gathered by group: the entries above with a Cl atom (2)
3. CNc1cc(Cl)c2nonc2c1[N+](=O)[O-]
8. O=C(COc1ccc(Cl)cc1Cl)N1CCN(C/C=C/c2ccccc2)CC1
compound no.,3,8
Vif imaging,-5,-2
aDG glyco act,-0.7,0.1
PDI turbidity,13,0
H9c2 protect,-20,-13
MC4R ag barr,-2.5,8.1
ABCB6 inh MLPCN,94,102
m5-HT2A agonist,-9,-6
N-glyco inh,8,-1
CaV13 FRET inh,-9,-5
MC4R antagonist,-33,-1

(list continues)
9. Fc1c(F)c(F)c(N2CCNCC2)c(F)c1F
10. O=C(COc1ccccc1)N1CCN(C2CC3CCC2C3)CC1 (centres undefined)
11. C=C1C2[C@H](OC(C)=O)[C@@H]3CC(=O)[C@]4(C)OC[C@@]3(C)[C@@]4(O)[C@@H](OC(C)=O)[C@H](OC(C)=O)[C@@]2(COC(=O)c2ccccc2)[C@@H](OC(C)=O)C[C@@H]1O (some centres undefined)
12. CN1C(=O)C(=Cc2ccc(N3CCOCC3)o2)C(=O)N(C)C1=S
13. CC(=NCc1ccco1)c1c(O)n(Cc2ccccc2)c(=O)[nH]c1=O
14. COC(=O)C1=C(c2ccc(OCc3ccccc3)cc2)C[C@@H]2CC[C@H]1N2C(=O)NCCN1CCOCC1
15. COC(=O)C1=C(c2ccc3ccccc3c2)C[C@@H]2CC[C@H]1N2C(=O)NCCCOC(C)C
16. COc1cccc(OCC(=O)N2CCN(C)CC2)c1
17. O=[N+]([O-])c1ccc(CN2CC=C(c3ccccc3)CC2)cc1
18. Cc1cc(/C=C2/C(=O)NC(=O)N(c3ccc(Br)cc3)C2=O)c(C)n1C
19. C#C[C@]1(O)CCC2C3CC=C4C[C@H](O)CC[C@]4(C)C3CC[C@@]21C (some centres undefined)
compound no.,9,10,11,12,13,14,15,16,17,18,19
Vif imaging,-6,13,-9,5,-8,2,0,36,17,2,7
aDG glyco act,-0.1,0.6,-0.2,-0.4,0.2,-0.2,0.4,1.3,0.0,-0.1,0.2
PDI turbidity,1,3,/,-2,-5,2,-23,-2,-6,1,0
H9c2 protect,13,-4,-1,-5,10,-2,-2,13,-2,5,-12
MC4R ag barr,1.1,-2.0,-0.8,-1.8,-3.1,0.1,0.2,-1.0,-1.9,-2.4,-1.5
ABCB6 inh MLPCN,102,97,104,116,88,98,97,111,110,95,101
m5-HT2A agonist,13,-2,0,1,-8,-8,1,-1,1,4,-2
N-glyco inh,1,1,5,5,-4,1,-1,1,-2,3,0
CaV13 FRET inh,3,-5,/,-5,-1,-10,-5,-5,/,-3,-18
MC4R antagonist,-4,2,5,-11,2,-9,-1,0,3,0,1

Profiles, looked up by structure. Order of screens: Vif imaging	aDG glyco act	PDI turbidity	H9c2 protect	MC4R ag barr	ABCB6 inh MLPCN	m5-HT2A agonist	N-glyco inh	CaV13 FRET inh	MC4R antagonist
Cc1cc(/C=C2/C(=O)NC(=O)N(c3ccc(Br)cc3)C2=O)c(C)n1C is listed as 2	-0.1	1	5	-2.4	95	4	3	-3	0
C#C[C@]1(O)CCC2C3CC=C4C[C@H](O)CC[C@]4(C)C3CC[C@@]21C (some centres undefined) is listed as 7	0.2	0	-12	-1.5	101	-2	0	-18	1
CCn1c(=O)cc(SCC(=O)N2CCC3(CC2)OCCO3)c2ccccc21 is listed as 6	-0.4	3	4	0.1	103	2	16	-7	-3
COc1cccc(OCC(=O)N2CCN(C)CC2)c1 is listed as 36	1.3	-2	13	-1.0	111	-1	1	-5	0
CC(=NCc1ccco1)c1c(O)n(Cc2ccccc2)c(=O)[nH]c1=O is listed as -8	0.2	-5	10	-3.1	88	-8	-4	-1	2

Screening data deposited in PubChem by several laboratories.
